Caspase-1 inhib = allosteric or competitive inhibitors of human caspase-1 | P29466 | Caspase-1 enzyme, Ac-WEHD-AFC fluorogenic rate | Potency, µM (highest dose often 57.5 µM), inactives show at the top dose activity change, negative = inhibition, hits mostly inhibitors | actives 0.03% (n = 75,000) | AID 900;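 note: potency is the fitted concentration of half-maximal effect; plate controls were vehicle for no effect and no substrate for full effect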
Target sequence (P29466 120-297 limits assumed): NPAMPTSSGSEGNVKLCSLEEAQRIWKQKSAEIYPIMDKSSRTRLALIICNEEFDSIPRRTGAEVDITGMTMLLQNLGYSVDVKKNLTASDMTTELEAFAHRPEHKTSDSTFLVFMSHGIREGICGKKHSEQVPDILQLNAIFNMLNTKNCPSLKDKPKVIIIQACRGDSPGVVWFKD
Target sequence (P29466 317-404 limits assumed): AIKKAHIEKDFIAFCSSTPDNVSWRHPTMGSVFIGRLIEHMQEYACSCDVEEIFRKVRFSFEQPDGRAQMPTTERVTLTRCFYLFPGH
Epigenetic mod = epigenetic modulators derepressing GFP locus in mouse cells | actives 0.09% (n = 68,000) | mouse C127i GFP locus derepression, cytometry, 30 h | Potency, µM (titrated, usually from 46.1 µM), without a hit: at the top dose GFP derepression (activation); note: % of control where 0% means no effect
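Read-out is the number of GFP-positive cells, scored as fluorescent objects 20 to 120 um wide, reflecting derepression of a silenced CMV-GFP reporter in murine C127i cells after 30 h compound exposure at 37 C.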
Casp7 inh = allosteric or competitive inhibitors of human caspase-7. AID 889. actives 0.02% (n = 75,000). Potency, µM (series often up to 57.5 µM), inactives show at the highest dose activity change, negative = inhibition, most hits filed as inhibitors. recombinant caspase-7, Ac-DEVD-AFC fluorescence rate; active = well fitted inhibition curve with a large enough effect in the main read-out, with a control signal flat, not every such curve was filed as active; inconclusive = small, poorly fitted or top-dose-only effect, or a change in a side signal; note: potency is the fitted concentration of half-maximal effect; % of control where 0% means no effect
UbGFP stabilizer = ubiquitin-GFP accumulation via proteasome inhibition; Ubiquitin-GFP reporter cells, proteasome inhibition, GFP fluorescence; response scale: untreated = 0%, 10 µM MG-132 = 100%; Potency, µM (titrated, usually from 45.9 µM), for the others: at the highest dose activation (GFP accumulation), most hits filed as activators; 67,000 tested, under 10 active; AID 526; active = well fitted activation curve with a large enough effect, not every such curve was filed as active; inconclusive = small, poorly fitted or top-dose-only effect, or another doubt; inactive = no such curve, though single readings can be large or run the other way; note: potency is the fitted concentration of half-maximal effect
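U2OS cells stably expressing ubiquitin(G76V)-GFP, seeded overnight in 0.5% FBS medium, were exposed to compounds (qHTS, 46 uM to 2.9 nM) for 4 hr at 37 °C. GFP-positive cells were counted by laser cytometry (488 ex/515 em), normalized between basal and 10 uM MG-132.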
BRCT inh green = inhibitors of human BRCA1 BRCT-phosphoprotein interaction (green fluorophore); P38398; BRCA1 BRCT-phosphopeptide binding, green fluorescence polarization; Potency, µM (highest dose often 76.9 µM), inactives show top-dose activity change, negative = inhibition, hits mostly inhibitors; actives 0.05% (n = 75,000);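 note: potency is the fitted concentration of half-maximal effect; plate controls were peptide without protein for full effect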
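Compounds were incubated for 12 min at room temperature with a complex of 100 nM fluorescein-tagged pBACH1 decapeptide and 250 nM His-tagged BRCT protein. Buffer was phosphate pH 7.3 with EDTA, DTT and Tween 20. Disruption of binding lowers the polarization signal.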
Fluorescein autfl = fluorescein region autofluorescence; actives 0.91% (n = 59,000); max fluorescein-equivalent concentration, M; AID 593; Compound autofluorescence, 480/540 nm, fluorescein-equivalent; stronger effect = higher value; in the data active = max fluorescein-equivalent concentration above about 10 nM; inconclusive = between about 1.1 nM and that limit
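In this qHTS profile, compound fluorescence was measured with a 480 nm/540 nm filter pair following a 15-min room-temperature incubation in 100 mM Tris (pH 8.0). A six-point fluorescein series on each plate served for normalization.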
4-MU autofl = 4-MU region autofluorescence; compound autofluorescence, 340/450 nm, 4-MU equivalents; stronger effect = higher value; max dye-equivalent concentration, M; actives 11% (n = 59,000); AID 589; in the data active = max dye-equivalent concentration above about 10 nM; inconclusive = mostly about 1.1 nM to 9.6 nM
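Compounds in 100 mM Tris, pH 8.0, sat 15 min at room temperature before fluorescence was read at 340 nm excitation/450 nm emission; a per-plate six-point 4-MU standard curve converted signals to dye-equivalent concentration at each compound concentration.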
HEK293 cAMP cs = parental HEK293 cAMP activation (counter-screen); parental HEK293 CNG cAMP sensor, membrane potential fluorescence; actives 2.5% (n = 73,000); AID 938; Potency, µM (titrated, usually from 57.1 µM), without a hit: top-dose activation, hits mostly activators; note: potency is the fitted concentration of half-maximal effect; % of control where 0% means no effect; nearly all actives have a fitted effect of over 55% in size
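Parental HEK 293 cells stably expressing a modified CNG channel (no TSHR) report cAMP rise as membrane depolarization. Membrane potential dye with 100 uM RO 20-1724 was loaded for 60 min at room temperature, then compound added for 30 min; fluorescence read at 590 nm.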
BRCT inh red = BRCT-phosphoprotein interaction inhibition (red fluorophore); P38398; BRCT-phosphopeptide binding, red fluorescence polarization; actives 0.03% (n = 75,000); Potency, µM (series often up to 76.9 µM), inactives show at the top dose activity change, negative = inhibition, most hits filed as inhibitors; AID 892; note: % is set by controls: 0 for no effect and ±100 for the full control effect
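Rhodamine-labelled pBACH1 10-mer (100 nM) bound to BRCT domain (100 nM) at pH 7.3; compounds incubated 12 min room temperature, polarization read. Free peptide defines full inhibition; unlabelled decapeptide titrated as control.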
USP2a inhib = blocks human ubiquitin-specific protease USP2a; AID 927; USP2a enzymatic assay, qHTS inhibition; actives 0.1% (n = 60,000); O75604; Potency, µM (doses to about 38.3 µM), without a hit: at the top dose activity change, negative = inhibition, hits mostly inhibitors;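 note: potency is the fitted concentration of half-maximal effect; nearly all actives have a fitted effect of over 60% in size; plate controls were DMSO for no effect and NEM full inhibition control for full effect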
Target sequence (O75604 whole entry, looked up): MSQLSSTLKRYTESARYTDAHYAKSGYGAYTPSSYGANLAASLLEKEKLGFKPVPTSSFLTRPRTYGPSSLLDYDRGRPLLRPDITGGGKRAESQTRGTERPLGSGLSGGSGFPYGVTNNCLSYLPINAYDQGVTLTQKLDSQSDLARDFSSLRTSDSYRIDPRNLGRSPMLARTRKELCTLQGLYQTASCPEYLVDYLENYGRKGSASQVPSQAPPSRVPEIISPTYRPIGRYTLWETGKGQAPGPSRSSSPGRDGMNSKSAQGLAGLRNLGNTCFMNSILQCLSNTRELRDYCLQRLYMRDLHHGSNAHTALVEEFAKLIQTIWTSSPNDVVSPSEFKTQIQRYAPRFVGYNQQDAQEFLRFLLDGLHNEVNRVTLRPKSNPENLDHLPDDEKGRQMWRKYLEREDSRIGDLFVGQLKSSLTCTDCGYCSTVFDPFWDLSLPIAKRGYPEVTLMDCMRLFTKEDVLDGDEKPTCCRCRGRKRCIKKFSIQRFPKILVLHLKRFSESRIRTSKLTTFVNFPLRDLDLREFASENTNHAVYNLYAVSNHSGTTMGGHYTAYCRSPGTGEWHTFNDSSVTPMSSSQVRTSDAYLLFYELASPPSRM
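USP2 core (20nM final) preincubated 30 min RT with compound, then Ub-PLA2 20nM and NBD C6-HPC 20uM final added; buffer 20mM Tris-HCl pH 8.0, 2mM CaCl2. Fluorescence Ex 460/Em 535 read at 0 and 2.5 h; normalized to NEM.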
A350 fluor = compound fluoresces in the Alexa 350 spectral region; Compound autofluorescence, 340/450 nm, Alexa 350 dye-equivalents; stronger effect = higher value; max dye-equivalent concentration, M; actives 11% (n = 59,000); in the data active = max dye-equivalent concentration above about 10 nM; inconclusive = mostly about 1.1 nM to 9.6 nM
* hit, by the source's call; i = inactive; ? = inconclusive; / = not tested or not shown; [ ] = another dose, or the depositor's remark. Unless noted, calls come from the whole dose curve; as a rule, active = well fitted curve in the direction sought with a large enough effect; inconclusive = small, poorly fitted or top-dose-only effect, or another doubt; inactive = no such curve, though single readings can be large; an effect the other way counts as inactive or inconclusive.

SMILES	Caspase-1 inhib	Epigenetic mod	Casp7 inh	UbGFP stabilizer	BRCT inh green	Fluorescein autfl	4-MU autofl	HEK293 cAMP cs	BRCT inh red	USP2a inhib	A350 fluor
O=C(CN1CCN(S(=O)(=O)c2ccc(F)cc2)CC1)Nc1cc(C(F)(F)F)ccc1Cl	-4%	0%	-1%	-4%	-1.6%	?	i	?	-2.0%	27%	?
CCOC(=O)c1ccccc1NC(=O)Cn1cnc2c(nnn2-c2ccc(C)cc2)c1=O	-3%	/	1%	3%	-7.9%	/	/	17%	0.8%	/	/
Cc1cc(C)c2c3c(sc2n1)C(=O)N(C)CC(=O)N3	-2%	0%	-2%	15%	2.0%	i	i	3%	-0.2%	-2%	i
Nc1nc(CSc2n[nH]c(-c3ccccc3)n2)nc(Nc2ccccc2)n1	-1%	-3%	-2%	16%	-2.1%	i	i	14%	0.2%	21%	?
COc1ccc(N(C)C(=O)CCS(=O)(=O)c2cccc3nonc23)c(OC)c1	-2%	6%	3%	4%	-1.1%	i	i	13%	0.5%	1%	i
CCc1ccc(OCC(=O)Nc2ncc3c(n2)CC(C)(C)CC3=O)cc1	-3%	2%	-1%	-6%	-0.3%	i	i	?	0.0%	7%	i
CCC(C)Nc1nc(OCC(F)(F)F)nc(OCC(F)(F)F)n1 (stereo not drawn)	2%	0%	0%	-9%	-0.7%	i	i	20%	0.1%	9%	i
CCc1ccccc1N(CC(=O)N1CCN(c2ccccc2F)CC1)S(C)(=O)=O	-2%	0%	-1%	-6%	0.6%	i	?	7%	1.8%	14%	?
CCOC(=O)C1=C(C)N(c2ccccc2)C(=O)C1CC(=O)O (stereo not drawn)	2%	3%	-2%	1%	0.2%	?	i	-7%	-0.5%	-4%	i
c1ccc(Oc2cccc(NC3=NCCC3)c2)cc1	1%	-3%	0%	0%	-1.3%	?	i	17%	-0.4%	-3%	i
Cc1nnc(SCCn2c(N3CCC(C)CC3)nc3c2c(=O)[nH]c(=O)n3C)s1	-2%	2%	1%	-2%	-1.0%	i	i	-5%	0.2%	3%	i
Cc1[nH]c(C)c(Cl)c(=O)c1Cl	1%	/	1%	/	0.0%[3.08 µM]	/	/	/	1.9%	-8%	/
COc1ccc(S(=O)(=O)N2CC(O)CC2C(=O)OCC(=O)Nc2ccc(Cl)cn2)cc1 (stereo not drawn)	2%	-1%	0%	3%	-3.2%	?	i	-1%	-3.6%	-3%	i
O=C(O)c1c(Sc2ccccc2)c2cc(Cl)ccc2n1Cc1ccc(Cl)cc1	-18%	/	-27%	/	-6.4%	/	/	?	-3.7%	/	/
CCn1cc(C(=O)NCc2ccco2)c(=O)c2cc(S(=O)(=O)N3CCCCCC3)ccc21	-4%	0%	-3%	16%	6.5%	i	i	-7%	-1.1%	57%[activator]	i
COC(=O)c1c(NC(=O)C2CC=CCC2C(=O)O)sc(C(N)=O)c1C (stereo not drawn)	-5%	10%	-2%	-3%	1.9%	i	i	3%	-2.1%	11%	i
CN(C)S(=O)(=O)c1cccc(COC(=O)C2=COCCO2)c1	1%	0%	-4%	0%	-5.2%	?	i	9%	-3.7%	-4%	?
C=CCn1c(SCC(=O)Nc2ccc(C(=O)OCC)cc2)nnc1-c1sc(N)nc1C	0%	0%	0%	6%	-0.3%	?	i	-7%	0.6%	31%[activator]	i
O=C(NC1CC2CCCC(C1)N2S(=O)(=O)c1ccccc1)c1ccccc1 (stereo not drawn)	-3%	2%	-1%	-2%	-1.0%	i	i	-9%	-1.9%	7%	i
c1nc(NCCN2CCOCC2)c2sc3nc(N4CCOCC4)c4c(c3c2n1)CCC4	0%	0%	1%	2%	-3.8%	i	i	12%	-0.7%	3%	i

Part of the list above, showing only 4-MU autofl, BRCT inh green and Epigenetic mod:
| smiles | 4-MU autofl | BRCT inh green | Epigenetic mod |
| --- | --- | --- | --- |
| CCC(C)Nc1nc(OCC(F)(F)F)nc(OCC(F)(F)F)n1 (stereo not drawn) | i | -0.7% | 0% |
| CCc1ccc(OCC(=O)Nc2ncc3c(n2)CC(C)(C)CC3=O)cc1 | i | -0.3% | 2% |

(more compounds)
SMILES	Caspase-1 inhib	Epigenetic mod	Casp7 inh	UbGFP stabilizer	BRCT inh green	Fluorescein autfl	4-MU autofl	HEK293 cAMP cs	BRCT inh red	USP2a inhib	A350 fluor
N#Cc1c(-c2cccs2)cc(-c2ccccn2)nc1N	0%	0%	-1%	7%	-2.6%	i	i	7%	-0.5%	-1%	i
Cc1nc(SCC(=O)N2CCCc3ccccc32)c2oc3ccccc3c2n1	-5%	-2%	-1%	/	3.4%	i	?	?	1.1%	19%	1.2e-08M*
COc1ccc2c(c1OC)C(=O)N(c1ncn[nH]1)C2	-1%	-3%	-1%	-7%	-1.2%	?	i	-2%	-2.6%	2%	i
Cc1ccc(C)c(N=C2NC(=O)CS2)c1	1%	5%	-3%	7%	-1.0%	i	i	1%	0.1%	-10%	i
CCCCC(CC)C(=O)Nc1ccc(Cl)cn1 (stereo not drawn)	1%	-2%	1%	-1%	0.0%	i	i	?	0.2%	3%	i
CCN(CC)C(=O)c1c[nH]c2ccc(S(=O)(=O)Nc3cc(C)cc(C)c3)cc2c1=O	-2%	-4%	1%	-4%	1.1%	?	1.5e-08M*	6%	-4.2%	41%[activator]	1.4e-08M*
N#CC(C(=O)Nc1ccc(Cl)cc1)=C1Nc2ccccc2N1	-8%	-3%	-6%	-15%	-2.0%	i	i	-36%[inhibitor]	-1.2%	-6%	i
N#CCC(=O)Nc1sc2c(c1C(N)=O)CCCC2	-5%	/	-3%	7%	-3.4%	/	/	-55%[inhibitor]	-0.8%	/	/
CCCn1nnc(NC(=O)COc2ccc(C3CCCCC3)cc2)n1	-2%	0%	-13%	1%	0.2%	i	i	?	-1.8%	-23%	i
CCOc1cc2[nH]c(=O)n(CC3CCC(C(=O)NC4CCCCC4)CC3)c(=O)c2cc1OCC (stereo not drawn)	-1%	-3%	-1%	-5%	-1.6%	i	i	0%	0.6%	5%	?
O=C(c1csc2c1CCCC2)N1CCCCC1	-1%	4%	2%	-5%	0.1%	/	/	17%	-0.3%	-4%	/
O=C(NCC1COc2ccccc2O1)C1CCCN(S(=O)(=O)c2cccc3cccnc23)C1 (stereo not drawn)	2%	-2%	-4%	6%	-1.2%	/	/	10%	1.0%	/	/
CCn1c(SCC(=O)NC)nnc1C(C)C	0%	-1%	1%[0.00368 µM]	3%	-3.3%	?	i	2%	-0.3%	-8%	?
Cc1ccc(S(=O)(=O)N2CCN(C(=O)C3Cc4ccccc4CN3C(=O)c3ccco3)CC2)cc1 (stereo not drawn)	0%	2%	-3%	1%	1.1%	i	i	-7%	-1.4%	28%	i
Cc1c(C(=O)OC(C)C)[nH]c2c1C(=O)CCC2	1%	1%	-1%	3%	-0.8%	i	i	7%	0.4%	1%	i
Nc1nonc1C(=Nc1ccccc1)NO	-1%	0%	0%	2%	-1.4%	i	i	-2%	0.3%	-7%	i
O=c1c2nnn(Cc3ccccc3)c2ncn1C/C=C/c1ccccc1	-4%	/	-17%	-13%	-0.3%	/	/	?	-0.7%	/	/
Cc1cc2cc(CCNS(C)(=O)=O)c(=O)[nH]c2cc1C	0%	0%	-1%	?	1.0%	i	i	3%	0.3%	17%	?
O=C(CSc1nnc(-c2ccc(S(=O)(=O)N3CCOCC3)cc2)o1)c1ccccc1F	2%	-2%	1%	3%	-2.4%	?	i	-5%	0.7%	2%	i
CCOC(=O)c1cnc(-n2nc(C)cc2C)nc1Nc1ccc(N(C)C)cc1	-1%	14%	-1%	-10%	-0.3%	?	i	-8%	-0.3%	16%	i
CN(Cc1ccco1)c1nc(-c2cccnc2)nc2ccccc12	-6%	-4%[9.22 µM]	-9%	-5%	0.9%	?	?	25µM*	-2.5%	136%[activator]	?
CCNc1ccc(S(=O)(=O)C(F)(F)F)cc1NC(=O)C12CCC(CC1)C2	0%	2%	-1%	1%	-3.0%	?	i	16µM*	0.7%	-1%	i
Cc1nc2ccccc2c(=O)n1NC(=O)Nc1ccccc1	1%	2%	1%	-1%	-1.3%	i	i	6%	-1.2%	-2%	i
CC(=O)C(C)Oc1ccc2c3c(c(=O)oc2c1)CCCCC3 (stereo not drawn)	-6%	2%	2%	9%	-0.6%	i	5.1e-08M*	16%	-0.7%	-13%	4.6e-08M*
c1csc(Cc2nc3ccccc3[nH]2)c1	2%	-2%	-2%	-6%	0.2%	i	i	?	1.2%	-15%	i

Copied from the list.
CN(Cc1ccco1)c1nc(-c2cccnc2)nc2ccccc12 in Caspase-1 inhib → -6%
c1csc(Cc2nc3ccccc3[nH]2)c1 in Caspase-1 inhib → 2%
Cc1nc2ccccc2c(=O)n1NC(=O)Nc1ccccc1 in USP2a inhib → -2%
CCNc1ccc(S(=O)(=O)C(F)(F)F)cc1NC(=O)C12CCC(CC1)C2 in Epigenetic mod → 2%
CC(=O)C(C)Oc1ccc2c3c(c(=O)oc2c1)CCCCC3 (stereo not drawn) in 4-MU autofl → 5.1e-08M*

Screens: PubChem, National Center for Advancing Translational Sciences (NCATS)

Some of the compounds tested (hit frequency here may not be typical).
